PTAP TSG101 blk: qHTS Assay for Iinhibitors of HIV-1 Budding by Blocking the Interaction of PTAP/TSG101; Tumor susceptibility gene 101 protein (Homo sapiens), Q99816; Fluorescence polarization, FITC-PTAP peptide / Tsg101 binding; Potency, µM (series often up to 115 µM), inactives show at the highest dose activity change, negative = inhibition, usual class: inhibitors; 340,000 tested, under 10 active; AID 493005, 2010; active = well fitted inhibition curve with a large enough effect in the main read-out, with a control signal flat, not every such curve was filed as active; inconclusive = small, poorly fitted or top-dose-only effect, or effect the other way, or a change in a side signal; inactive = no such curve, though single readings can be large or run the other way; also: potency is read from the fitted curve at half-maximal effect; % of control where 0% means no effect
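Fluorescence anisotropy tracks displacement of a FITC-tagged PTAP peptide (50 nM) from the Tsg101 binding domain (10 uM), following a 20 min room-temperature incubation at pH 7.5.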
a7 integrin act: qHTS for Activators of Integrin-Mediated Alleviation for Muscular Dystrophy; AID 624291, 2012; Potency, µM (highest dose often 38.3 µM), without a hit: at the highest dose activation, usual class: activators; 0.064% of 350,000 active; alpha7betagal myoblasts, beta-gal FDG fluorescence, 48 h;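 also: potency is read from the fitted curve at half-maximal effect; 100% = response of the positive control SU9516; nearly all actives have a fitted effect of over 60% in size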
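alpha7betagal+/- myoblasts (passage 13, 250/well) treated 48 h at 37C with compounds at 1:260 dilution of DMSO stock. Lysed, then beta-galactosidase activity read as FDG fluorescence (ex 480/em 540) after 30 min, with pre-read for autofluorescence.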
Giardia killer: Small Molecules that selectively kill Giardia lamblia: qHTS; AID 540267, 2011; activity change, % at 7.66 µM, hits read low; Giardia lamblia trophozoite viability; 0.15% of 340,000 active; in the data active = activity change below about -80%; inconclusive = between about -30% and that limit;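 also: parasites exposed to compound for two days anaerobically before the ATP read; % is scaled to controls: 0 for no effect and ±100 for the full control effect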
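ATP-content bioluminescence gauges trophozoite survival. Cells (100/well) receive compound and incubate anaerobically for 48 hrs at 37 deg C; detection reagent follows for 15-30 min at room temperature.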
B2AR arrestin: qHTS assay of beta-arrestin-biased ligands of beta2-adrenergic receptor | Potency, µM (series often up to 46.1 µM), for the others: at the top dose activation, most hits filed as activators | beta-arrestin recruitment to beta2AR, cell-based reporter | 0.02% of 330,000 active | Beta-2 adrenergic receptor (Homo sapiens), P07550 | AID 492947, 2010;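 also: potency is read from the fitted curve at half-maximal effect; 0% = DMSO controls and full agonism = EC100 isoproterenol or metaproterenol; nearly all actives have a fitted effect of over 65% in size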
Target sequence (P07550 whole entry, looked up): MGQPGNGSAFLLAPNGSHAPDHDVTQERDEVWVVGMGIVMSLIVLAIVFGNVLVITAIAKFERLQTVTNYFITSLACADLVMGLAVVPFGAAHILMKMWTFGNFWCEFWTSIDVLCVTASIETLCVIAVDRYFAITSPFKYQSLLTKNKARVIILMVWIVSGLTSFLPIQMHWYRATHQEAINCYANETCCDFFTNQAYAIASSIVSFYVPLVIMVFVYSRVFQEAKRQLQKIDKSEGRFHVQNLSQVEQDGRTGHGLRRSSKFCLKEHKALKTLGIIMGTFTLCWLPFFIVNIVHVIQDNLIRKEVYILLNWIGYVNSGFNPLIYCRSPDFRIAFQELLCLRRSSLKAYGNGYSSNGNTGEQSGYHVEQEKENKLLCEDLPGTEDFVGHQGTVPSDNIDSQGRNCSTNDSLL
Menin MLL FP TR: qHTS Assay for Inhibitors Targeting the Menin-MLL Interaction in MLL Related Leukemias: Competition With Texas Red Labeled MLL-derived Mutant Peptide; Menin + Texas Red MLL mutant peptide, fluorescence polarization; AID 1768, 2009; 0.23% of 270,000 active; Potency, µM (titrated, usually from 61.6 µM), inactives show at the highest dose FP activity change, negative = inhibition, hits mostly inhibitors; O00255; active = well fitted inhibition curve with a large enough effect in the polarisation, with a control signal flat, not every such curve was filed as active; inconclusive = small, poorly fitted or top-dose-only effect, or effect the other way, or a change in a side signal; inactive = no such curve, though single readings can be large or run the other way; the % refers to the polarisation; also: potency is read from the fitted curve at half-maximal effect; % of control where 0% means no effect; many of its hits are not listed in these tables
Coupling enz: qHTS Assay for Inhibitors of Fructose-1,6-bisphosphate Aldolase from Giardia Lamblia: Coupling assay counterscreen; AID 2472, 2010; 0.67% of 290,000 active; activity change, negative = inhibition, % at 58.2 µM, hits read low; coupling enzyme system counterscreen, AmpLite Red fluorescence; in the data active = activity change below about -30%; also: % is scaled to controls: 0 for no effect and ±100 for the full control effect
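Coupling enzymes only (glyceraldehyde-3-phosphate) + compound, at 57.5 uM final, 10 min RT; add substrate/coupling/AmpLite Red mix, 20 min RT; fluorescence ex 525/em 598 nm. Actives flag coupling-system interference.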
Chronic BCR inh: qHTS Assay to Find Inhibitors of Chronic Active B-Cell Receptor Signaling | ABC-DLBCL IkBa-CBG/CBR reporter, luminescence ratio, 4 h | 0.05% of 340,000 active | Potency, µM (series often up to 46.1 µM), inactives show at the top dose ratio change, negative = lower green/red ratio, most hits filed as inhibitors; active = well fitted inhibition curve with a large enough effect in the signal ratio, with a control signal flat, not every such curve was filed as active; inconclusive = small, poorly fitted or top-dose-only effect, or effect the other way, or a change in a side signal; the % refers to the signal ratio;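 also: potency is read from the fitted curve at half-maximal effect; plate controls were basal doxycycline-induced cells for no effect and cells given 10 µM MG132 for full effect; MG132 reads +100%, hits lower the ratio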
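Concentration-response series (up to 46 uM) were applied to TMD8 dual-reporter cells for 4 h at 37C with doxycycline. Green/red ratio, after filter-overlap correction, defined %Activity; red signal alone was normalised to basal cells and zero luminescence.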
PKM2 act: qHTS Assay for Activators of Human Muscle isoform 2 Pyruvate Kinase; Pyruvate kinase PKM (Homo sapiens), P14618; purified PKM2, Kinase-Glo ATP luminescence, activation; response scale: 0% is enzyme alone, no compound; Potency, µM (top dose mostly 57.5 µM), for the others: at the top dose activation, actives largely listed as activators; 0.34% of 260,000 active; also: potency is read from the fitted curve at half-maximal effect; % is scaled to controls: 0 for no effect and ±100 for the full control effect; nearly all actives have a fitted effect of over 55% in size
Target sequence (P14618 whole entry, looked up, canonical isoform): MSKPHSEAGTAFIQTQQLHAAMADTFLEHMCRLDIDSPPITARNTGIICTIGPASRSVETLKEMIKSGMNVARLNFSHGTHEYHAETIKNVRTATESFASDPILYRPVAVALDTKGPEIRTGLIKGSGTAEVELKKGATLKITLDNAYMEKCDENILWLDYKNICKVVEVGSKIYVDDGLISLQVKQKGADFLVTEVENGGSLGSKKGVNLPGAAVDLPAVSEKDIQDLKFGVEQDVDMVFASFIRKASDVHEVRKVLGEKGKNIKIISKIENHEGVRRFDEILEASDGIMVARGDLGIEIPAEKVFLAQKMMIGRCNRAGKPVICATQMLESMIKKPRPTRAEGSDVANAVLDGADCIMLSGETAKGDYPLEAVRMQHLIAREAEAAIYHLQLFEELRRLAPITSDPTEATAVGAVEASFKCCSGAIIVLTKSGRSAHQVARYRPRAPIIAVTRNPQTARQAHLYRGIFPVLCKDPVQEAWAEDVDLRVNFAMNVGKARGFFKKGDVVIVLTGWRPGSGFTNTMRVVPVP
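hPK-M2, >95% pure; 0.1 mM ADP / 0.5 mM PEP final; imidazole pH7.2 buffer w/ 7 mM MgCl2, 50 mM KCl; 1 h RT; Kinase-Glo lum. Intermediate enzyme activity for dual inhibitor/activator qHTS.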
Tb PFK block: qHTS Assay to Find Inhibitors of T. brucei phosphofructokinase. T. brucei PFK, ADP-Glo luminescence. Potency, µM (highest dose often 57.5 µM), for the others: top-dose activity, negative = inhibition, hits mostly inhibitors. 0.17% of 330,000 active;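 also: potency is read from the fitted curve at half-maximal effect; 0% = uninhibited 1x PFK enzyme wells and -100% = no-enzyme wells; nearly all actives have a fitted effect of over 60% in size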
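1.25 nM PFK with 0.5 mM F6P and 0.1 mM ATP in 0.1 M TEA pH 8.0, 5 mM MgCl2, incubated 45 min at room temperature; ADP measured by ADP-Glo luminescence; compounds titrated up to 57 uM.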
ASM inhibitor: Inhibitors of Secretory Acid Sphingomyelinase (S-ASM): qHTS | Sphingomyelin phosphodiesterase (Homo sapiens), P17405 | placental ASM, HMU-PC fluorogenic substrate, 60 min | Potency, µM (doses to about 57.5 µM), without a hit: at the highest dose activity change, negative = inhibition, actives largely listed as inhibitors | 0.006% of 340,000 active | AID 504937, 2011; also: potency is read from the fitted curve at half-maximal effect
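Fluorogenic HMU-PC substrate (9 uM final) is turned over by placental ASM in 60 min at 37 C after a 10 min compound preincubation. Reaction ended by alkaline stop (pH 10), with fluorescence read at 386/447 nm.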
GALK inh: qHTS Assay for Inhibitors of Human Galactokinase (GALK); 0.007% of 270,000 active; Potency, µM (series often up to 57.5 µM), for the others: top-dose activity change, negative = inhibition, hits mostly inhibitors; P51570; Purified GALK, Kinase-Glo residual ATP luminescence; also: potency is read from the fitted curve at half-maximal effect; % is scaled to controls: 0 for no effect and ±100 for the full control effect
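5 nM enzyme, 35 uM ATP, 100 uM galactose, 20 mM HEPES pH8.0, 5 mM MgCl2; 1 h RT; residual ATP by Kinase-Glo Plus luminescence, qHTS format.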
The depositor's hits bear a star; ? = inconclusive; nt = not tested or not shown; [ ] = dose if it differs, or a comment. Unless noted, calls follow the shape of the dose curve; as a rule, active = well fitted curve in the direction sought with a large enough effect; inconclusive = small, poorly fitted or top-dose-only effect, or another doubt; inactive = no such curve, though single readings can be large; an effect the other way counts as inactive or inconclusive.

SMILES	PTAP TSG101 blk	a7 integrin act	Giardia killer	B2AR arrestin	Menin MLL FP TR	Coupling enz	Chronic BCR inh	PKM2 act	Tb PFK block	ASM inhibitor	GALK inh
CCC1CCCCN1CCCNC(=O)CNC(=O)c1nn(-c2ccc(OC)cc2)c(=O)c2ccccc12 (stereo not given)	-2%	-14%	9	-0.9%	-8%	1	2%	0%	4%	4%	-3%
CCc1ccc(-c2cc(C)no2)cc1S(=O)(=O)N1CCC(C)CC1	1%	-4%	0	-0.1%	31%[activator]	1	1%	1%[0.46 µM]	-10%	-10%	7%
Cc1nc(SCC(=O)NCc2ccccc2)c2c(=O)n(C)c(=O)n(C)c2n1	0%	5%	32[activator]	-0.4%	7%	6	5%	5%	-3%	3%	1%
C=CCc1c(C)nc(SCCC)[nH]c1=O	-12%	11%	4	8.3%	0%	-8	?	-4%	3%	1%	1%
CCOC(=O)c1sc(NC(=O)C2CC(=O)N(c3ccccc3OC)C2)nc1C (stereo not given)	-6%	17%	20	3.0%	nt	nt	-2%	nt	1%	1%	nt
COc1ccccc1/C=C/C(=O)Nc1cccnc1Cl	-3%	?	7	0.5%	2%	1	?	-6%[11.5 µM]	-5%	1%	5%
COc1ccc(/C=N/NC(=O)C(O)(c2ccccc2)c2ccccc2)cc1OC	-2%	14%	-7	-0.2%	2%	-8	2%	-6%	0%	3%	nt
CCOC(=O)Cc1csc(NC(=O)CSc2nnc(-c3ccc(F)cc3)o2)n1	-2%	14%	-7	-0.1%	15%	-1	-9%	0%	0%	-4%	9%
COc1ccc(OCCSc2nnnn2C2CCCCC2)cc1	0%	1%	-9	-0.2%	-13%	0	-14%	-2%	1%	-5%	-1%
CCOC(=O)Cc1cnc(NC(=O)CSc2nc(N)cc(=O)[nH]2)s1	0%	30%	-12	-0.2%	8%	0	2%	-2%	-6%	3%	-2%
CC(C)CCNC(=O)NC(=O)CSc1nnc(-c2ccccc2F)n1N	-3%	-10%	0	-0.1%	?	1	?	5%	-6%	-2%	-2%
Cc1cc(C)n2c(SCC(=O)N(CC(C)C)c3c(N)n(CC(C)C)c(=O)[nH]c3=O)nnc2n1	-1%	-7%	3	0.2%	0%	-1	-1%	0%	-15%	14%	10%
CCOC(=O)C1=C(O)/C(=C\c2cccc(OC)c2)N=C1C	-7%	-15%	2	8.2%	nt	1	-20%	0%	0%	6%	0%
CCn1c(SCC(=O)NC2CCCCC2)nnc1-c1ccccc1F	-5%	2%	-6	-0.4%	-8%	3	3%	1%	-1%	7%	5%
COc1ccc(-n2nc(C(=O)O)nc2-c2ccccc2)cc1	-3%	8%	10	-0.2%	10%	2	0%	1%	1%	-1%	-3%
CCc1cc(=O)oc2cc(C)cc(OCC(=O)NCc3cccnc3)c12	-8%	8%	?	0.2%	nt	nt	-7%	nt	1%	4%	-5%
NC(=O)CC12CC3CC(C1)CC(CC(N)=O)(C3)C2	-4%	11%[7.66 µM]	2	0.0%	2%	-1	7%	-2%	3%	1%	-4%
COc1ccc(OC)c(NC(=O)COc2coc(CN3CCc4ccccc43)cc2=O)c1	-1%	-1%	10	0.1%	nt	nt	2%	nt	1%	-1%	nt
C=CCN1C(=O)C2C(C(=O)NC3CCCC3)C3C=CC2(O3)C1C(=O)NC1CCCC1 (stereo not given)	1%	30%	10	0.3%	5%	2	-3%	2%	2%	-1%	1%
COc1cc(S(=O)(=O)NCc2ccc(F)cc2)ccc1-n1cnnn1	-2%	29%	-20	-0.2%	nt	0	-1%	nt	0%	2%	-1%
COc1ccc(NC(=O)CN(C)C(=O)CC2CCCC2)cc1	-5%	0%	-14	-0.7%	nt	nt	-9%	nt	0%	13%	nt
CC(=O)Cc1nsc(NC(=O)c2ccc(-c3ccc(Cl)cc3Cl)o2)n1	-6%	-10%	-5	-0.3%	?	-5	?	9%	-5%	-3%	1%
O=C(CSc1nnc(CCc2nc3ccccc3[nH]2)n1-c1ccccc1)NCc1ccco1	-3%	2%	3	0.0%	-1%	4	13%	-11%	20%	-2%	0%
COc1ccc(C(C)NC(=O)c2ccccc2)cc1 (stereo not given)	-3%	2%	?	0.3%	nt	1	?	-3%	-1%	1%	0%
CC(C)(C)c1cc(CP(=O)(c2ccccc2)c2ccccc2)cc(C(C)(C)C)c1O	-7%	?	-1	-0.7%	?	2	?	0%	-4%	-8%	4%
FC(F)Oc1cccc2cccnc12	-3%	5%	2	-0.9%	0%	1	4%	-3%	-1%	4%	-2%
O=C(O)C1CC=CCC1C(=O)c1ccccc1 (stereo not given)	-1%	13%	20	0.3%	nt	1	?	-4%	1%	3%	-1%
CC(C)C[C@H](NC(=O)C1CCC(CNC(=O)[C@@H]2CCCN2C(=O)OC(C)(C)C)CC1)C(=O)O (stereo not given in full)	0%	18%	7	-0.3%	0%	0	0%	nt	1%	0%	1%
CCN(C(=O)CN1C(=O)/C(=C/c2ccc(F)cc2)SC1=S)C1CCS(=O)(=O)C1 (stereo not given)	0%	-6%	-1	-0.1%	nt	nt	-19%	nt	-1%	-19%	4%
COc1ccc(CSc2nc3ccccc3c(=O)[nH]2)cc1F	-6%	-4%	9	0.0%	6%	5	2%	0%	-3%	3%	-1%
COc1ccc2ccc(O)c(CN(C)CC(=O)Nc3ccccc3C(F)(F)F)c2c1	-5%	-5%	7	0.2%	42%[activator]	-11	-23%	nt	3%	-1%	1%
CCOC(=O)C1(CC2CCCCO2)CCN(Cc2nc(-c3cccs3)oc2C)CC1 (stereo not given)	-7%	16%	25	-0.6%	-19%	1	-2%	1%	-7%	4%	-1%
Cc1cccc(NS(=O)(=O)c2cc3c(cc2C)n(C)c(=O)c(=O)n3C)c1	0%	0%	?	0.1%	10%	-1	1%	0.4µM*	3%	1%	nt
Cc1ccc(S(=O)(=O)N(C)c2ccc(C(=O)Nc3cccc(C)n3)cc2)cc1	-1%	-42%[inhibitor]	-4	-1.5%	nt	nt	4%	-3%	-2%	-1%	2%
Cc1ccc(NC(=O)CCSc2ccccc2)c(C)c1	nt	nt	nt	-0.1%	-26%	0	?	4%	8%	nt	-2%
CCN(CC(=O)NC1CCS(=O)(=O)C1)Cc1nc2c(Br)cc(Br)cc2c(=O)[nH]1 (stereo not given)	0%	-21%	-2	0.3%	-14%	6	-8%	-1%	2%	-3%	7%
CN1CCN(c2ccc(NC(=O)c3cc(S(N)(=O)=O)ccc3N3CCOCC3)cc2)CC1	0%	11%	7	0.9%	nt	nt	5%	nt	-9%	-2%	nt
CC1CCN(c2ccc3c(c2)S(=O)(=O)c2cccc(C(=O)NC4CC4)c2C3=O)CC1	7%	18%	-2	2.4%	nt	nt	-8%	nt	4%	-2%	nt
S=c1[nH]nc(-c2cccs2)n1/N=C/c1cccs1	-5%	5%	-21	-0.1%	23%	-2	25%	-18%	28%	1%	1%
O=C(COc1ccccc1Cl)NC(=O)NC1CCCC1	-3%	-24%	21	0.0%	0%	-4	0%	0%	2%	1%	0%
Cc1c(N(C)S(=O)(=O)c2ccc(Cl)c(C(=O)N3CCC(C(N)=O)CC3)c2)c(=O)n(-c2ccccc2)n1C	0%	18%	36[activator]	-0.2%	nt	nt	-1%	nt	-2%	-1%	nt
COc1ccc(-c2nc3scc(-c4ccccc4)n3n2)cc1	-4%	7%	-9	0.0%	0%	3	?	0%	0%	-16%	0%
O=[N+]([O-])c1cccc(CSc2nc3ccccc3[nH]2)c1	-2%	15%	3	-0.3%	4%	-7	-6%	2%	0%	-2%	3%
COc1ccc(/C=C/C(=O)O)cc1S(=O)(=O)N1CCC(C)CC1	-3%	-10%	9	-0.2%	nt	-1	4%	-5%	1%	1%	-4%
Cc1ccc(NS(=O)(=O)c2ccc3c(c2)NC(=O)CO3)cc1C	-4%	24%	2	0.3%	nt	nt	1%	nt	3%	8%	3%
O=C(CCc1nnc2n(Cc3ccc(Cl)cc3)c(=O)c3ccccc3n12)NCCN1CCCC1	-4%	-37%	-3	-0.1%	-7%	2	?	nt	2%	-5%	8%

An excerpt, so the mix of outcomes need not match the whole.
